M1 antag = blocks human M1 muscarinic receptor; inhibition, % at 3 µM; 360,000 compounds, 1.3% hits; AID 588852; CHO-K1 hM1, Fluo-8 calcium fluorescence, ACh EC80 antagonist; P11229;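 active = percent inhibition above its own plate's cutoff, namely the mean of that plate's compound wells plus 3 SD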;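 note: peak over basal fluorescence ratio during 140 s after agonist addition; 0% = ACh EC80 plus DMSO and 100% = DMSO alone without agonist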
Target sequence (P11229 whole entry, looked up): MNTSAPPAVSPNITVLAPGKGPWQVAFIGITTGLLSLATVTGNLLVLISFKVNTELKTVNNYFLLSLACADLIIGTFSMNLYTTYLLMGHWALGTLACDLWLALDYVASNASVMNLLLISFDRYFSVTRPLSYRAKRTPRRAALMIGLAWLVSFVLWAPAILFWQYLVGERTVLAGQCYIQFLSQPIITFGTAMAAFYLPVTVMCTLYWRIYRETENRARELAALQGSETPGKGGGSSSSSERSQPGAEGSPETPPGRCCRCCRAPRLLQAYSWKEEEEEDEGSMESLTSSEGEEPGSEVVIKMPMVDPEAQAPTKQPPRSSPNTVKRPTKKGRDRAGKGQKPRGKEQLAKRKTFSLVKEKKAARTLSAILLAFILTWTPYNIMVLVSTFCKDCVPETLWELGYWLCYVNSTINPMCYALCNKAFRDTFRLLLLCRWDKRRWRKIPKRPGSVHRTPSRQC
TAAR1 agonist = human TAAR1 agonism | AID 624467 | CHO RD-HGA16 TAAR1, Fluo-8 calcium fluorescence; vehicle wells 0%, saturating PEA agonist 100% | activation, % at 3 µM | 360,000 compounds, 0.99% hits;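 active = activation above the mean activation of all test compounds in the run plus 3 SD, cut at about 38% in these data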
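Assay system: CHO-derived RD-HGA16 cells with stable Gα16 and human TAAR1; timing: 17-24 h seeding, 75 min 37 °C dye, 30 min RT; read-out: % activation from peak over basal fluorescence ratio, DMSO-to-PEA scaled; measured by: kinetic Fluo-8 calcium fluorescence; benchmarks: low control DMSO, high control PEA (EC100); doses: 3 µM single concentration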
OXTR potentiate = potentiators of human oxytocin receptor; CHO-OTR cells, Fluo-8 calcium fluorescence, potentiator mode; 0% = oxytocin EC15, 100% = EC100; 320,000 compounds, 0.061% hits; activation, % at 3 µM;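 active = activation above that plate's cutoff, the mean activation of tested compounds plus 3 SD, cut at about 6.6% in these data, passing the limit was not always enough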;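 note: 100% uses oxytocin at 75 nM as the full agonist control; some results filed as inactive read as strong as hits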
Target sequence (P30559 whole entry, looked up): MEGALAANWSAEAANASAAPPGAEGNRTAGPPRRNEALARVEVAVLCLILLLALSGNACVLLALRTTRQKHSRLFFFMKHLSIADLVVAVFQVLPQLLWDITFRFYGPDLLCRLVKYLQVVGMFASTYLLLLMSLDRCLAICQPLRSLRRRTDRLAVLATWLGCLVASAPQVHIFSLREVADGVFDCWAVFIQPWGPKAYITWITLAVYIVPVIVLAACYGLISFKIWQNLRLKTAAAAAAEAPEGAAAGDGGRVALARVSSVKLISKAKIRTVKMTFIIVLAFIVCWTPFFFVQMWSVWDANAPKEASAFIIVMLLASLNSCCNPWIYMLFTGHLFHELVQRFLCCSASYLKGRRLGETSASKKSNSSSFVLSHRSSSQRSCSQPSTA
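Assay system: CHO cell line stably expressing human OTR. Reagent: EC15 oxytocin agonist. Dosing: single dose, 3.0 µM nominal final compound concentration. Timing: compound 6 min at room temperature before oxytocin, 100 s read. Signal: kinetic Fluo-8 calcium fluorescence. Controls: oxytocin EC15 low and EC100 high.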
CHO-K1 Ca ag = counter-screen for M1 agonists: effect in parental CHO-K1 cells; activation, % at 3 µM; Fluo-8 calcium fluorescence; scaled to maximal ATP response, vehicle zero; 360,000 compounds, 0.48% hits; in the data active = activation above about 15%;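 note: untransfected CHO-K1 host cells lacking M1 receptor as counterscreen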
CHO-K1 Ca antag = M1 antagonist counterscreen hit in parental CHO-K1 cells | ATP-induced calcium, Fluo-8 fluorescence | inhibition, % at 3 µM | 360,000 compounds, 0.6% hits;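 active = inhibition above a per-plate cutoff, the plate's mean sample inhibition plus 3 SD, cut at about 24% in these data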;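 note: 0% = DMSO plus EC80 ATP and 100% = DMSO alone without ATP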
CHO parental Ca = signal in parental CHO cells, OX1R antagonist counter-screen | inhibition, % at 5.6 µM | 330,000 compounds, 0.63% hits | AID 463079 | parental CHO-K1, ATP-induced calcium, Fluo-8 fluorescence;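 active = inhibition above that plate's mean sample inhibition plus 3 SD, cut at about 26% in these data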;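 note: 0% = ATP-challenged DMSO wells and 100% = DMSO wells without ATP; some compounds past the cut are filed as inactive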
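Material: Parental CHO cells | Reagent: ATP | Compound dosing: Single nominal dose of 5.6 µM per compound | Detection: Intracellular calcium via Fluo-8 no-wash fluorescent dye | Read-out: % inhibition of ATP-induced calcium mobilization | Benchmarks: Low control ATP plus DMSO, high control DMSO only | Replicates: Singlicate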
M1 ag = activates human CHRM1 receptor; 360,000 compounds, 0.33% hits; P11229; CHO-K1 hM1, Fluo-8 calcium fluorescence, agonist mode; 0% DMSO, 100% acetylcholine EC100; activation, % at 3 µM;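 active = activation above the run's mean compound activation plus 3 SD, cut at about 16% in these data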;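 note: peak over basal fluorescence ratio within a 140 s kinetic read after compound addition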
CHO-K1 Ca PAM = counter-screen for M1 PAMs: effect in parental CHO-K1 cells. activation, % at 3 µM. ATP EC20, Fluo-8 calcium fluorescence; 0% at ATP EC20, 100% at ATP max. 360,000 compounds, 0.02% hits. AID 602247;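 active = activation above the run cutoff, the mean activation of all test compounds plus 3 SD, cut at about 40% in these data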;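 note: peak over basal fluorescence ratio in a 140 s read after ATP addition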
TAAR1 antag = antagonists of human TAAR1; 360,000 compounds, 1.5% hits; AID 624466; inhibition, % at 3 µM; CHO RD-HGA16 TAAR1, Fluo-8 calcium fluorescence, antagonist;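 active = inhibition above a per-plate cutoff, the mean inhibition of test compounds on that plate plus 3 SD, cut at about 49% in these data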;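 note: 0% = DMSO plus EC80 beta-PEA response and 100% = DMSO alone without agonist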
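test system = CHO RD-HGA16 cells bearing hTAAR1 | replication = singlicate | controls = DMSO-only wells and EC80 β-PEA-stimulated wells | reagent = EC80 β-phenethylamine stimulus | read-out basis = percent inhibition of PEA-evoked calcium signal, max/basal emission ratio | schedule = seeding 17-24 h prior, 75-min 37 °C, 30-min RT dye loading | signal = kinetic Fluo-8 calcium fluorescence measurement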
Numbers without * were called inactive; . = no result given. Outcome played no part in choosing rows, and some 4.2% of all compounds hit somewhere here.

SMILES | M1 antag | TAAR1 agonist | OXTR potentiate | CHO-K1 Ca ag | CHO-K1 Ca antag | CHO parental Ca | M1 ag | CHO-K1 Ca PAM | TAAR1 antag
CC1Cc2ccccc2N1C(=O)CCN1C(=O)C2C3C=CC(C3)C2C1=O (configuration not stated) | -8 | 8 | -4 | 0.3 | -2 | -24 | -1 | 3 | 12
CCc1nnc(NC(=O)c2ccc(NS(=O)(=O)c3ccccc3)cc2)s1 | -1 | 18 | -2 | 1.8 | -15 | -8 | 0 | 32 | -18
C#CCn1c(S(=O)(=O)Cc2ccc(C)cc2)nc(-c2ccccc2)c1-c1ccccc1 | -15 | 15 | -8 | 0.4 | 1 | 15 | -6 | -5 | 13
O=C(COc1ccc([N+](=O)[O-])cc1)Nc1cc(S(=O)(=O)N2CCCCC2)ccc1N1CCCCC1 | -3 | 1 | -9 | 0.1 | 7 | 7 | -5 | -14 | 0
O=C1/C(=C/C=C/c2ccccc2)Oc2c1ccc(O)c2CN1CCN(CCO)CC1 | -11 | 2 | -4 | 1.5 | -6 | -12 | -2 | 8 | 11
COCCNC(=O)C1(C)CCCN(C(=O)c2cccc(C(F)(F)F)c2)C1 (configuration not stated) | -15 | 2 | . | 0.3 | -2 | . | 0 | 15 | -6
C[C@@H]1CN([C@@H](C)CO)C(=O)CCCn2nncc2CO[C@H]1CN(C)S(=O)(=O)c1ccc(Oc2ccccc2)nc1 | -9 | 2 | . | 0.2 | 4 | . | -9 | -1 | -1
COc1cccc2sc(N(CCN(C)C)C(=O)c3ccc(S(=O)(=O)N4CCCC4)cc3)nc12 | -5 | 4 | -5 | 1.1 | -8 | 5 | 0 | 18 | -14
S=c1[nH]nc(Cc2sc(-c3ccccc3)nc2-c2ccccc2)o1 | -23 | -1 | -6 | 0.9 | -3 | -8 | -5 | 9 | 1
CC(=O)Nc1ccc(C23CC4CC(CC(C4)C2)C3)cc1 | 1 | 19 | -6 | 0.1 | 15 | 0 | 1 | 11 | 4
CCOC(=O)c1ccc(NC(=S)N2CCC(O)CC2)cc1 | -1 | 2 | -3 | 0.5 | 5 | -6 | -7 | 7 | -17
COCCNC(=O)C1(C)CCCN(Cc2cn(C)c3ccccc23)C1 (configuration not stated) | -21 | 1 | . | 0.5 | -19 | . | -6 | 31 | -23
CC1CC2(CCCCC2)N2C(=O)C(=O)c3cccc1c32 (configuration not stated) | -9 | 1 | -4 | -1.3 | -13 | -15 | 17* | 18 | -11
Cn1nc(-c2ccccc2)c(/C=N/O)c1Cl | -3 | 7 | -3 | -0.4 | -4 | -7 | -13 | 27 | 12
CCOC(=O)N(NC(=O)C(O)(C(C)C)C(C)C)c1ccccc1 | 1 | 0 | 4 | 0.6 | -5 | -10 | -6 | 20 | -12
O=C(CCc1c[nH]c2ccccc12)N1CCN(S(=O)(=O)c2ccc(F)cc2)CC1 | -12 | 7 | . | 3.7 | -8 | . | -1 | 3 | 9
N#CCCn1c(SCC(=O)NCc2ccco2)nc2ccccc21 | -13 | 4 | -2 | -0.1 | -8 | -12 | -5 | 8 | -3
CCOC(=O)N1CCN(C(=O)Nc2ccc3nc(C)c(C)nc3c2)CC1 | -1 | 4 | 0 | 0.0 | 14 | -25 | 3 | 6 | -1
Cn1c(=O)c2c(nc(NCCCN3CCOCC3)n2Cc2ccc(Cl)cc2)n(C)c1=O | 4 | 3 | -4 | -0.8 | 13 | -9 | -6 | -3 | -20
COc1ccc(CCNC(=O)CCc2cn(C)c3ccccc23)c(OC)c1 | -9 | 4 | -6 | -0.1 | -9 | -21 | -3 | 1 | -2
N#CCCn1nc(-c2ccccc2)cc1Nc1ccccc1NC(=O)C(F)(F)F | 3 | 26 | -8 | 7.1 | 0 | -2 | 6 | 17 | 25
CC(=O)NC(C1C(=O)CC(C)(C)CC1=O)(C(F)(F)F)C(F)(F)F | -1 | 1 | 2 | 0.3 | -7 | -3 | -3 | 18 | -3
COC(=O)C[C@H]1c2cc(F)ccc2S(=O)(=O)N1Cc1ccccc1 | 1 | 2 | 2 | -0.3 | -13 | -13 | -9 | -12 | 14
CCOc1ccc(CN2CCNC(=O)C2CC(=O)NCCCOc2cccnc2)cc1 (configuration not stated) | -2 | 2 | -8 | 1.1 | -19 | -4 | -3 | -12 | -37
O=C(NCc1ccco1)c1cccc(S(=O)(=O)N2CCOCC2)c1 | 3 | 12 | -1 | 0.5 | -31 | -7 | 1 | 5 | 0

Going on with the list:
SMILES | M1 antag | TAAR1 agonist | OXTR potentiate | CHO-K1 Ca ag | CHO-K1 Ca antag | CHO parental Ca | M1 ag | CHO-K1 Ca PAM | TAAR1 antag
CS(=O)(=O)Nc1ccc(C(=O)Nc2cccc([N+](=O)[O-])c2)cc1 | 4 | 5 | -5 | 0.6 | 12 | 6 | -6 | -12 | 9
O=c1c(Cc2ccc(F)cc2)c(O)ccn1Cc1cccc(Cl)c1 | -6 | 16 | -14 | 5.2 | 1 | -9 | -3 | 3 | -5
Cc1ccc(NC(=S)NC(CO)C(O)c2ccc([N+](=O)[O-])cc2)cc1 (configuration not stated) | 8 | 8 | -13 | -0.3 | 8 | -14 | -3 | -7 | 3
c1coc(CNc2nc(-c3cccs3)cs2)c1 | 5 | 0 | -4 | 1.1 | -17 | 8 | -4 | -7 | -5
O=C(Cn1nc(-c2ccco2)ccc1=O)Nc1cc(C(F)(F)F)ccc1Cl | -12 | 5 | -12 | 6.5 | -13 | 4 | 2 | 18 | 2
COc1ccc(C(=O)CCC(=O)O)c(C)c1 | -5 | 12 | -5 | -0.2 | -4 | 11 | -4 | 2 | -3
O=C(Cc1csc(-c2cccc(Cl)c2)n1)Nc1cccc(S(=O)(=O)NC2=NCCC2)c1 | -8 | 2 | -1 | 5.0 | -4 | -26 | -5 | 23 | -11
COc1ccc(NC(=O)NNC(=O)c2ccc(-c3ccccc3)cc2)cc1 | -4 | 0 | -9 | 0.5 | -5 | 15 | -2 | 20 | 0
Cc1ccc(C(=O)C2CC2)c(C)c1 | -12 | 0 | . | -0.1 | -14 | . | -2 | 14 | -16
O=C(Nc1nnc(-c2ccc(Cl)cc2)o1)NC1CCCCC1 | -30 | 0 | -10 | 0.3 | -1 | -6 | -1 | 15 | 2
CC1CCC(NC(=O)c2cccc(S(=O)(=O)N3CCN(C)CC3)c2)CC1 (configuration not stated) | -20 | -1 | 2 | 0.2 | 9 | -7 | -2 | -10 | -15
COc1ccc(-c2[nH]ncc2-c2cnc(C)s2)c(O)c1 | -15 | 9 | -11 | 1.7 | -24 | -14 | -1 | 12 | -18
COCC(=O)OCn1nnc2ccccc2c1=O | 2 | 1 | -5 | -0.1 | 13 | -6 | -4 | -6 | -9
COc1ccc(CN(C(C)=O)c2ccccc2C(=O)O)cc1 | -11 | -1 | 0 | 0.1 | -16 | -5 | 1 | 14 | -16
CSc1ccccc1NC(=O)COC(=O)c1ccc(-n2nc(C)cc2C)cc1 | -13 | 2 | -4 | 4.7 | -5 | -11 | -1 | 13 | 26
CC(C)(C)C(=O)N(Cc1ccccc1)c1ccccn1 | -1 | 0 | -1 | 2.8 | -10 | -6 | -4 | 7 | -2
O=C(CCc1nc2sc3c(c2c(=O)[nH]1)CCCC3)Nc1cccc(Cl)c1 | -7 | 5 | -10 | 6.3 | 6 | -10 | 0 | -1 | 12
CNc1cncc(-c2ccc(O)cc2)n1 | 14 | 0 | . | 0.4 | 22 | . | -4 | -11 | -13
Cc1cc(C)nc(N(C#N)CC(=O)N(c2ccccc2)C(C)C)n1 | -7 | 4 | -2 | 1.7 | -5 | -21 | -1 | 20 | -5
Cc1cc(C)nc(N(C#N)CC(=O)N2CCC(C(N)=O)CC2)n1 | -5 | 3 | -21 | -0.4 | -2 | 7 | -3 | 8 | -4
Cc1ccc(N2CCN(S(=O)(=O)c3ccc(F)c(C)c3)CC2)c(C)c1 | -25 | 23 | -10 | 0.5 | -10 | -15 | -3 | 19 | 7
Cc1ccc2oc(C(=O)NCc3ccc(S(N)(=O)=O)cc3)cc(=O)c2c1 | -20 | 0 | -12 | 0.8 | -11 | 3 | -1 | 11 | 4
COc1cccc(C(=O)NCc2ccc3c(c2)cc(C)n3C)c1 | 4 | 1 | -22 | 1.4 | 4 | -8 | -6 | -1 | 17
COc1ccccc1NC(=O)COC(=O)c1cc(C)oc1C | -23 | 3 | -7 | -0.8 | -13 | -38 | -3 | -10 | -2
O=C(CCS(=O)(=O)c1ccc(Cl)cc1)Nc1nnc(-c2ccco2)o1 | -19 | 1 | -4 | 2.2 | -6 | -7 | 1 | 12 | -5

(further entries)
SMILES | M1 antag | TAAR1 agonist | OXTR potentiate | CHO-K1 Ca ag | CHO-K1 Ca antag | CHO parental Ca | M1 ag | CHO-K1 Ca PAM | TAAR1 antag
Cc1nc(-c2ccccc2)cc(=O)[nH]1 | -10 | 2 | -12 | 1.2 | -2 | -8 | 2 | 19 | -10
Cc1ccc(C(=O)C2=C(O)C(=O)N(Cc3cccnc3)C2c2ccc(Br)cc2)o1 (configuration not stated) | -17 | -1 | -12 | 0.1 | 3 | -10 | -3 | 7 | -30
Cc1ccc(/C=C/C2=NN(Cc3ccc(Cl)c(Cl)c3)C(=O)CC2)cc1 | -12 | 1 | -13 | 0.4 | -13 | -6 | -4 | 19 | 11
CN(C)c1ccc(CN2CCCCC2)cc1 | -4 | 8 | -4 | -0.2 | 2 | -22 | -6 | 12 | -6
COc1cccc(-c2nn(C)c3sc(C(=O)N4CCOCC4)cc23)c1 | 3 | 2 | -10 | 0.7 | 10 | 2 | -1 | -7 | 10
COc1ccc(OC)c(NC(=O)C2CCC(CNc3c(N4CCOCC4)c(=O)c3=O)CC2)c1 (configuration not stated) | -6 | -2 | -6 | 0.3 | -1 | -7 | 2 | 8 | -15
CCCCC(=O)Nc1ccc(Cl)cc1F | -14 | 2 | . | 0.0 | -5 | . | -4 | 2 | -9
COc1cccc(C(=O)N(Cc2ccc(N(C)C)cc2)C2CCS(=O)(=O)C2)c1 (configuration not stated) | 5 | -2 | -1 | 0.0 | -2 | -8 | -5 | 0 | 106*
COc1ccc(N2CCN(C(=O)COC(=O)/C=C/c3ccc(C(F)(F)F)cc3)CC2)cc1 | -4 | 4 | -14 | 1.8 | 0 | -8 | -2 | 6 | -10

Bioassay records (PubChem)
